# Assay outcomes deposited in PubChem BioAssay by several laboratories.
# SRC1 inh = inhibits human SRC1 coactivator; Q15788; HEK293 GAL4-SRC1 luciferase reporter, luminescence; inhibition, % at 3.6 µM; 360,000 compounds, 0.12% hits; AID 588354;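 active = inhibition above the campaign mean plus 3 SD, with each screening campaign given its own cutoff, cut at about 60% in these data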;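 note: 0% = DMSO treated cells and 100% = gossypol at 36 µM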
# NR2F2 inh = NR2F2 (human) inhibition, primary screen; P24468; inhibition, % at 8.6 µM; HEK293T NGFI-A luciferase reporter, luminescence; 370,000 compounds, 0.7% hits; AID 686940;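 active = inhibition above a per-plate cutoff, mean inhibition of test wells between control levels plus 3 SD, cut at about 38% in these data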;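 note: cells cotransfected with COUP-TFII expression vector driving the NGFI-A reporter; 0% = median of COUP-TF2 test wells and 100% = reporter-only cells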
# Target sequence (P24468 whole entry, looked up): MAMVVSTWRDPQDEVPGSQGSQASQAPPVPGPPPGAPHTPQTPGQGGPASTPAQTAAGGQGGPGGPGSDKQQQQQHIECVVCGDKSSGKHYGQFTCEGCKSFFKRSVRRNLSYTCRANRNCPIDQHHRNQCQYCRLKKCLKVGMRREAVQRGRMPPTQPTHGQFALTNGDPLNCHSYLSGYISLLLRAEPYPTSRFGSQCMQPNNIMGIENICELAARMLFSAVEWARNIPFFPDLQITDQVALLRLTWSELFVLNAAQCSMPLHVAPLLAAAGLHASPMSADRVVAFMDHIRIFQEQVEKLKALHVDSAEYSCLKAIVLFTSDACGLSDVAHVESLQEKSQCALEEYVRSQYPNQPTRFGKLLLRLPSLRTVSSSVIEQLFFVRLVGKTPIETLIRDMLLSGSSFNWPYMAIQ
# TLR9-MyD88 inh = inhibitors of human TLR9-MyD88 binding; CHO BLA complementation TLR9-MyD88, CCF4 FRET ratio; 340,000 compounds, 0.21% hits; inhibition, % at 4.98 µM;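 active = inhibition above the mean over all tested compounds plus 3 SD, cut at about 21% in these data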;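 note: 0% = DMSO only wells and 100% = clavulanate BLA inhibitor control wells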
# MC4R antag cAMP = antagonists of human melanocortin 4 receptor (MC4R); inhibition, % at 6.5 µM; P32245; AID 540295; 360,000 compounds, 0.48% hits; MC4R-expressing cells, MTII-stimulated cAMP, LANCE TR-FRET;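 active = inhibition above its plate's cutoff, the mean of tested wells on that plate plus 3 SD, cut at about 29% in these data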;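 note: 0% = Melanotan II alone and 100% = Melanotan II plus saturating MCL0020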
# Target sequence (P32245 whole entry, looked up): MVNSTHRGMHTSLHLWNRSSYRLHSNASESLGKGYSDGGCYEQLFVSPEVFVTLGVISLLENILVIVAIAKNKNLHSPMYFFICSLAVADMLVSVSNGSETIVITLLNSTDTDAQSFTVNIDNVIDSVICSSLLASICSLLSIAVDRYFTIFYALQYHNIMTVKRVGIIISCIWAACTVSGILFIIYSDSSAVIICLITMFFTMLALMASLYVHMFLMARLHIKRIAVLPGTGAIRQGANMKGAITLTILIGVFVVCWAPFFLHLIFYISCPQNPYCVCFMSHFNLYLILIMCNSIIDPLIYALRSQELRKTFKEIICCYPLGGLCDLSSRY
#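 Material – human MC4R-expressing U2OS cells · Repeats – no replicates · Detection – TR-FRET with Eu-cAMP and labeled anti-cAMP, 671 nm · Times – compound 30 min, challenge 1 h, detection 1 h · Compound – single nominal compound dose of 6.5 µM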
# NR5A2 inv ag = suppresses constitutive activity of human LRH-1 | O00482 | HEK293T StAR-luciferase reporter, LRH-1 transfected, 24 h | inhibition, % at 3.6 µM | 360,000 compounds, 0.13% hits;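 active = inhibition above the mean inhibition of all tested compounds plus 3 SD, cut at about 73% in these data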;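 note: 0% = DMSO wells and 100% = reporter-only cells lacking LRH-1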
# ABHD5-PLIN5 inh = inhibitors of human ABHD5-perilipin-5 interaction | Split G. princeps luciferase complementation, luminescence, 4 h | inhibition, % at 4 µM | 360,000 compounds, 0.78% hits;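 active = inhibition above the mean inhibition across every tested compound plus 3 SD, cut at about 22% in these data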;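 note: 0% = DMSO only wells and the 100% control is not disclosed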
# MC4R ag barr = human MC4R agonism via beta-arrestin; P32245; U2OS MC4R beta-arrestin complementation, luminescence; percent of melanotan II response, DMSO zero; activation, % at 8.9 µM; 360,000 compounds, 0.98% hits; AID 540308;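 active = activation above a per-plate cutoff, the mean activation of sample wells on that plate plus 3 SD, cut at about 8% in these data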
# SRC3 inh = human NCOA3 inhibition | Q9Y6Q9 | HEK293 GAL4-SRC3 luciferase reporter, luminescence | inhibition, % at 3.6 µM | 360,000 compounds, 0.17% hits | AID 588352;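 active = inhibition above a per-campaign cutoff, the mean of all compounds plus 3 SD, cut at about 60% in these data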;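 note: 0% = DMSO-treated cells and 100% = gossypol-treated cells at 36 µM; higher means less SRC3-driven luciferase light from the GAL4 reporter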
# LMP1 NFkB inh = reduces LMP1-driven NF-kappaB luciferase signal. LMP1-induced NF-kappaB luciferase reporter cells, luminescence. inhibition, % at 12.5 µM. 350,000 compounds, 0.69% hits; in the data active = inhibition above about 41%;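 note: 0% = neutral control wells and 100% = reference inhibitor control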
# SRC2 inh = inhibits human steroid receptor coactivator 2. HEK293 GAL4-SRC2 luciferase reporter, luminescence. inhibition, % at 9 µM. 370,000 compounds, 0.17% hits;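 active = inhibition above the mean inhibition of all tested compounds plus 3 SD, set per campaign, cut at about 52% in these data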;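 note: 0% = DMSO treated cells and 100% = cells given Gossypol at 36 µM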
# NOD2-RIPK2 inh = blocks binding of human NOD2 to RIPK2; O43353; CHO BLA complementation NOD2-RIPK2, CCF4 ratio; inhibition, % at 4.98 µM; 360,000 compounds, 0.38% hits; in the data active = inhibition above about 21%;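 note: 0% = vehicle only and 100% = reference blocker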
# * marks the source's active call; other numbers are inactive results; x = not tested or not shown. Not all compounds are listed; the hit share may differ from the screen's.
SMILES,SRC1 inh,NR2F2 inh,TLR9-MyD88 inh,MC4R antag cAMP,NR5A2 inv ag,ABHD5-PLIN5 inh,MC4R ag barr,SRC3 inh,LMP1 NFkB inh,SRC2 inh,NOD2-RIPK2 inh
Cc1cc(NC(=O)CCC(=O)N(c2ccccc2)C2(C(=O)NC3CCCCC3)CCCC2)no1,7,-1,-5,17,6,-2,-0.8,-13,-7,-13,-52
CCc1sc(NC(=O)c2cc3ccccc3oc2=O)nc1-c1cccs1,5,1,3,6,17,5,0.0,13,-5,17,7
COCCn1c(=NC(=O)CSC(C)=O)sc2cc(OC)ccc21,-2,-10,-2,9,16,-15,-0.3,3,-3,-2,-8
O=C(c1ccc(F)c(F)c1)N1CCCc2ccccc21,12,14,-12,-6,-14,-1,0.0,-25,-6,1,-1
CC1=CC(c2ccccc2)n2nc(N3C(=O)C4CC=CCC4C3=O)nc2N1 (configuration not stated),-10,2,-9,8,-9,3,-0.1,5,-20,19,-6
NS(=O)(=O)c1ccc(CCNC(=O)c2nc(CS(=O)(=O)c3ccc(Cl)cc3)no2)cc1,17,26,7,6,-15,-11,0.0,-10,8,-3,-5
O=C(CSc1nccc(=O)[nH]1)Nc1ccc(Oc2ccccc2)cc1,5,-14,4,7,8,-1,0.4,-22,15,-6,8
Cc1ccc(S(=O)(=O)N(Cc2ccc(C(F)(F)F)cc2)C(=O)N2CCN(C)CC2)cc1,-12,-19,-19,6,-7,3,-3.1,12,-5,6,-13
CCOC(=O)N1CCN(C(=O)CCN2C(=O)/C(=C\c3ccccc3OC)SC2=S)CC1,-6,x,-6,3,-9,-5,2.1,-28,-4,x,-4
CCOC(=O)CSc1nc(C)cc(Oc2ccc(=O)n(C)n2)n1,12,2,-2,1,14,6,0.3,-4,5,-19,-9
Cc1ccc2nc(-c3cccc(Br)c3)c(Cc3cccc(Cl)c3)n2c1,-89,-36,x,x,-101,-7,x,-105,x,-29,-8
O=C(CNC(=O)c1ccccc1F)NNC(=O)c1ccccc1O,-24,11,-2,6,20,-5,-1.3,-13,-4,-26,-1
Cc1cccc(NCc2ccccc2O)c1,-15,-2,2,0,-15,1,-1.5,6,2,-25,1
CCOc1ccccc1NC(=O)CSc1ccc(-c2ccco2)nn1,-6,-7,-1,-3,6,5,-3.5,-2,5,-13,-12
Cc1ccc2nc3c(cc2c1)c(NC(=O)c1ccco1)nn3CC(C)C,-16,-8,5,3,3,0,-3.7,-8,-3,-13,-11
COc1cc(C2C(C(C)=O)=C(C)Nc3ncnn32)ccc1O (configuration not stated),-9,-2,-12,0,-10,6,-1.1,18,-1,-16,2
COC(=O)c1c[nH]n2c(=O)c(C(C)C)c(C)nc12,-20,-23,-10,13,-4,3,-0.6,5,-1,25,-3
Cc1cc(C(=O)NC2CC(C)(C)Cc3c2cnn3-c2ccc(F)cc2)no1 (configuration not stated),-23,-3,3,5,-35,-1,-3.6,-2,0,-21,5
CCOC(=O)C1CCN(c2c(NCCCN(CC)c3ccccc3)c(=O)c2=O)CC1,-17,14,1,-2,-29,-7,-1.6,6,-2,19,-13
Cc1ccc(NS(=O)(=O)c2ccc(NC(=O)c3ccccc3C(=O)O)cc2)c(C)c1,4,7,-5,-4,0,4,-0.2,9,-5,-60,-5
O=c1c2ccccc2nc(-c2ccco2)n1Cc1ccccc1,-64,-20,-1,9,-108,-9,-0.3,-56,-13,-44,6
CCOCc1c(C(=O)Nc2ccc3nc(N4CCOCC4)sc3c2)oc2ccccc12,5,14,8,0,9,-6,-0.5,20,-7,-16,-2
O=C1C2C(C(=O)N1/N=C/c1cc(Br)cc([N+](=O)[O-])c1O)C1C=CC2C12CC2 (configuration not stated),0,-8,9,3,4,9,-1.6,-17,-8,2,5
CC(=O)Nc1ccc(OCC=C(Cl)Cl)cc1,-16,-4,-3,6,-12,6,-0.1,3,-9,-10,-1

# The last 2 records of the part above lead into the next.
SMILES,SRC1 inh,NR2F2 inh,TLR9-MyD88 inh,MC4R antag cAMP,NR5A2 inv ag,ABHD5-PLIN5 inh,MC4R ag barr,SRC3 inh,LMP1 NFkB inh,SRC2 inh,NOD2-RIPK2 inh
O=C1C2C(C(=O)N1/N=C/c1cc(Br)cc([N+](=O)[O-])c1O)C1C=CC2C12CC2 (configuration not stated),0,-8,9,3,4,9,-1.6,-17,-8,2,5
CC(=O)Nc1ccc(OCC=C(Cl)Cl)cc1,-16,-4,-3,6,-12,6,-0.1,3,-9,-10,-1
O/N=C/c1cn(-c2ccc(Cl)cc2)nn1,-29,-14,x,1,-16,-4,-0.8,-31,-1,-30,-3
CCN(CC)C(=O)c1sc(NC(=O)Cc2cccs2)c(C#N)c1C,6,-1,6,21,-5,-4,-0.8,11,-11,-3,0
CC(C)(C)OC(=O)N[C@@H](CCCCNC(=O)OCc1ccccc1)c1nnc([C@H](CCCCNC(=O)OCc2ccccc2)NC(=O)OC(C)(C)C)o1,-4,x,4,5,-4,-2,0.9,-6,7,x,-1
CCc1nn(C(C)C(=O)N2CCN(c3ccccc3)CC2)c(=O)c2cc3occc3n12 (configuration not stated),-6,-18,0,-12,-1,-1,-2.0,7,-1,-10,-15
Cc1cc(C)c2c(n1)SCC(=O)N2CC(=O)Nc1cc(F)ccc1F,-9,4,-5,19,-11,-3,1.7,-20,-13,9,1
O=C(NCCN1CCOCC1)c1ccc2c(c1)N(Cc1ccccc1F)C(=O)c1ccccc1S2(=O)=O,-4,7,-11,2,10,-13,0.5,-7,-6,-3,1
CCCCNC(=S)N=Nc1c(O)[nH]c2ccccc12,5,-34,5,-9,-19,10,1.0,13,9,-43,-4
CC(C)CN(C(=O)Cn1c(C(F)(F)F)nc2ccccc21)c1c(N)n(Cc2ccccc2)c(=O)[nH]c1=O,-11,14,2,14,-3,2,-0.2,16,0,5,2
O=C(NCc1ccccc1F)C1CCCN1C(=O)NC1CCCCC1 (configuration not stated),-8,12,-5,6,4,-3,-0.4,10,-2,-20,-1
COc1ccc(NC(=O)N2CCCC2C(=O)NCc2cccs2)cc1 (configuration not stated),-27,-12,10,1,7,5,0.1,-12,-3,-14,-2
O=C(C[C@@H]1C/C=C\C[C@H](Cc2ccc(F)cc2)C(=O)OC[C@H]2CCCN2C1=O)NCCO,-6,5,5,5,1,-3,-0.1,3,-7,12,2
CC(=NCc1ccco1)c1c(C(F)(F)F)[nH]n(-c2nc3ccccc3s2)c1=O,-3,21,-13,5,-18,-1,1.3,11,-4,-6,1
CCOC(=O)c1sc(N=NC2=C(O)CC(C)(C)CC2=O)c(C(=O)OCC)c1C,-12,-13,1,17,-4,-3,1.4,-17,-16,-6,9
Cc1nc2ccccc2c(N)c1C(=O)/C=C/c1ccccc1,29,12,-2,9,35,34*,-0.6,30,24,25,4
CCN(CC)Cc1c(CC(C)C)oc(C)c1C(=O)O,-6,6,3,1,6,5,0.5,-5,-17,-4,-6
CCc1ccc(N(C(=O)c2snc(C(N)=O)c2N)C(C(=O)NCCC(C)C)c2c[nH]c3ccccc23)cc1 (configuration not stated),9,4,-6,5,-4,3,-0.7,-20,-7,-3,0
Oc1c(Cl)cc(CN2CCOCC2)c2cccnc12,19,34,5,-3,45,6,1.2,2,7,-1,-12
COc1ccc(C(=O)NC(C)Cc2cnccn2)cc1OC1CCN(C(C)C)CC1 (configuration not stated),-21,-1,15,1,9,-5,-2.6,1,-2,-8,4
O=C(Nc1nncs1)C(Sc1ccccc1)c1ccccc1 (configuration not stated),-9,9,5,12,-5,-4,-1.0,13,1,-32,-3
N#Cc1cccc(NC(=O)CN2C(=O)NC3(CCCCCC3)C2=O)c1,8,-9,-6,10,18,8,-3.3,6,-2,-30,-7
O=C(c1cccc(-n2cccc2)c1)N1CCN(S(=O)(=O)c2c(F)cccc2F)CC1,0,15,1,10,20,5,-3.2,5,2,15,-2
CCOc1ccccc1NC(=O)C1COc2ccccc2O1 (configuration not stated),3,1,4,7,13,0,0.5,7,3,21,-16
CCOc1ccc(N(CC(=O)Nc2ccc(F)c(F)c2)S(=O)(=O)c2c(C)noc2C)cc1,-16,4,6,-1,9,2,9.6*,7,-1,-5,-8
COC(=O)c1nn(-c2ccc(OC)cc2)c(=O)cc1Oc1ccccc1,-25,-1,9,-5,-11,-3,-2.5,7,-4,-14,2
CCOc1cc(C2NC(=O)NC(C)=C2C(=O)OCc2ccccc2)ccc1O (configuration not stated),-26,-9,-7,-6,-15,-13,-1.0,-4,4,3,5
O=C(Nc1cccnc1N1CCOCC1)c1cccs1,6,11,-4,0,-17,10,-3.0,19,0,21,-13
Cc1ccc(-c2csc(NC(=S)NC(=O)/C=C/c3ccco3)n2)cc1,-7,0,9,-8,-42,12,-2.2,-43,4,-39,6
COc1ccc(-n2cc(-c3ccccc3)[nH]c2=S)c(OC)c1,16,-21,5,0,27,1,0.5,-9,-19,-59,4
CCOC(=O)C1CCCN(C(c2ccccn2)c2c(C)[nH]c3ccccc23)C1 (configuration not stated),-8,7,-1,1,-2,-3,-1.4,6,4,-21,1
CC(=O)N1CCc2cc(S(=O)(=O)CCC(=O)Nc3ccc4c(c3)OCCO4)ccc21,-4,-13,-3,4,-29,4,0.7,-9,3,-1,-10
Cc1ccc(NC(=O)c2cccc(C(=O)OC(C)C)n2)c(Br)c1,-7,-6,2,7,2,-7,-1.2,15,-4,-6,-3
Cc1cccc(NC(=O)CSc2nc3ccccc3nc2N2CC(C)OC(C)C2)c1 (configuration not stated),5,-8,9,12,-7,0,0.5,2,-3,9,4
Cc1cc(=O)[nH]c2c1cnn2Cc1ccccc1,2,4,1,4,-5,-1,-0.8,8,7,-8,1
COc1ccc(-c2csc(Nc3ncccn3)n2)cc1C,-54,-8,3,7,-36,3,-0.6,-46,-7,-16,-1
CC(C)(C)NC(=O)C(Cc1ccccc1)NS(=O)(=O)c1ccc2c(c1)CCC(=O)N2 (configuration not stated),8,12,-11,2,4,-2,-2.0,14,12,-1,-4
Cc1ccc(S(=O)(=O)Cc2ccc(C(=O)N3CCCC3)o2)cc1,2,12,-7,1,3,0,-0.1,12,1,4,-6
Cc1ccc(CC(=O)Nc2ccccc2-c2ccccc2)cc1C,9,-7,9,-2,10,-3,-3.1,8,9,17,-3
C#CCSc1nc2[nH]ncc2c(=O)[nH]1,0,-17,-11,23,17,9,0.9,0,-7,-17,-3
COc1ccccc1N1CCN(C(=O)C2CC=CCC2C(=O)O)CC1 (configuration not stated),3,2,3,5,14,1,-2.7,12,-5,-20,-10
Cn1c(=O)c(C(=O)CN2CCOCC2)c(N)n(Cc2ccccc2)c1=O,1,4,5,28,8,-2,-0.5,-11,-6,-5,-9
CCC(C)C1C(C#N)=C(N)OC2=C1C(=O)CC(C)(C)C2 (configuration not stated),4,0,-5,-10,10,-10,-0.1,-28,-10,15,4
